Source: PubChem BioAssay
Arrestin-AP2 inh: blocks beta-arrestin peptide binding to AP2 adaptin | AID 504490 | 340,000 tested, 0.31% active | FITC-arrestin peptide / GST-AP2 beads, flow cytometry; AP2 beta2 appendage carries R879A mutation | inhibition, % at 10 µM;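 active = inhibition above a set limit, near 3 SD of compounds lacking own fluorescence, cut at about 54% in these data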;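 note: plate controls were DMSO wells for no effect and 5 µM unlabelled arrestin peptide for full effect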
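Material – GST-tagged AP2 beta2-adaptin appendage (R879A) on 4 µm glutathione beads · Probe or stimulus – fluorescein-tagged arrestin peptide at 50 nM final · Timing – 12 min plus 1 h, RT · Detection – bead flow cytometry, FITC channel · Read-out basis – inhibition as reduced fluorescein signal on beads, percent · Medium – PBS plus Tween 20 (0.05%) and BSA (0.1%)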
OPRM1-OPRD1 inv: inverse agonists of human mu-delta opioid receptor heterodimerization | P35372+P41143 | cell-based MOR-DOR heterodimer luminescence, inverse agonism | inhibition, % at 9.3 µM | 340,000 tested, 0.21% active | AID 504357; in the data active = inhibition above about 22%, passing the limit was not always enough;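 note: 0% = cells with DMSO and 100% = wells without cells with DMSO; values of inactives mirror those of a sister screen read the other way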
Target sequence (P35372 whole entry, looked up): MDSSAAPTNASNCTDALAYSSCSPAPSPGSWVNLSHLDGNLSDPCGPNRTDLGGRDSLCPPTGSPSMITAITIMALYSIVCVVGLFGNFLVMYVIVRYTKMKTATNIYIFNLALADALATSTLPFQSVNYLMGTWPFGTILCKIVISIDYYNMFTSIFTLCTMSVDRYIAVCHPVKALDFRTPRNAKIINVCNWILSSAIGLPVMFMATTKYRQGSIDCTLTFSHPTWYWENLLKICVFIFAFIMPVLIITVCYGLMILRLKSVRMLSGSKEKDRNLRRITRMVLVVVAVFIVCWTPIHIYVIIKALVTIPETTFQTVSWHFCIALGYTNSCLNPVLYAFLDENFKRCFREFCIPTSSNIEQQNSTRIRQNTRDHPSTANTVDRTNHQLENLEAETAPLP
Target sequence (P41143 whole entry, looked up): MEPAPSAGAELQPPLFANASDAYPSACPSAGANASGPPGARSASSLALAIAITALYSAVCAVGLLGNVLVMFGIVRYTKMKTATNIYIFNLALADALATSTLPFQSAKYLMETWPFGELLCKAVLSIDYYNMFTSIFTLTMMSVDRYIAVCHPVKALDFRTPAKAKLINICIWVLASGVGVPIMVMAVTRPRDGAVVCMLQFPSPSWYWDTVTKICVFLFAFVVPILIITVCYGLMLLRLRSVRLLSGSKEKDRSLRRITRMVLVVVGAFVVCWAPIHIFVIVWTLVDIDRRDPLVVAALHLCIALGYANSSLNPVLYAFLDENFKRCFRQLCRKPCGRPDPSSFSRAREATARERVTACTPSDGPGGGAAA
V-ATPase pH: regulators of yeast V-ATPase proton transport; response, % at 10 µM; AID 504577; 350,000 tested, 0.37% active; S. cerevisiae, pHLuorin cytosolic pH fluorescence; in the data active = response mostly above about 7.3%, no sharp cut-off; inactive = mostly below about 5.4%; note: actives read high; inactives centre near 0; some compounds called inactive have numbers as strong as hits; reference of the scale not given here
cardiac RTF act: increases calcium sensitivity of human cardiac regulated thin filaments; P19429+P45379; IANBD-labeled TnC RTF fluorescence at EC20 calcium; 0% EC20 calcium, 100% full calcium; activation, % at 7.2 µM; 340,000 tested, 0.24% active;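 active = activation above the mean over all tested compounds plus 3 SD, cut at about 30% in these data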;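 note: rise in fluorescence read as greater calcium sensitivity of cardiac thin filaments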
C-LANA FP: inhibitors of KSHV LANA C-terminal domain DNA binding. inhibition, % at 9 µM. 340,000 tested, 0.078% active. AID 504423. MBP-C-LANA/FAM-LBS DNA binding, fluorescence polarization;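 active = highest replicate inhibition at or above 60% at 9 µM, even if other replicates fall short; inactive = all replicates below 60% inhibition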;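 note: 0% = neutral control wells and 100% = 4 µM acridine orange control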
Pemphigus Ab inh: inhibitors of pemphigus antibody binding to human desmoglein-3 | binding (percent of control), % at 10 µM | DSG3-coupled beads, scFv-anti-DSG3-GFP binding, flow cytometry; hits give low values | 310,000 tested, 0.48% active | AID 588358;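 active = binding more than 3 SD below its plate's average and above zero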;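 note: hits lower antibody fragment binding to DSG3; some compounds called inactive have numbers as strong as hits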
Cardiac RTF inh: cardiac RTF calcium desensitization; inhibition, % at 7.15 µM; P19429+P45379; IANBD-labeled cardiac RTF, Ca2+ fluorescence; 340,000 tested, 0.12% active; AID 493244;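 active = inhibition above the mean inhibition of all tested compounds plus 3 SD, cut at about 17% in these data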;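 note: assay run at fixed EC70 calcium of 1.6 mM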
MOR-DOR ag: agonists of human mu-delta opioid receptor heterodimerization | P35372+P41143 | cells, OPRM1-OPRD1 heterodimerization, luminescence | activation, % at 9.3 µM | 340,000 tested, 0.3% active | AID 504326; in the data active = activation above about 18%;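 note: 0% = vehicle-treated cells and 100% = reference agonist; values of inactives mirror those of a sister screen read the other way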
Wnt act: Wnt/beta-catenin pathway activation | Wnt/beta-catenin reporter cell assay, activator, plate reader | activation, % at 9.35 µM | 300,000 tested, 1.2% active; in the data active = activation above about 30%, passing the limit was not always enough;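 note: 0% = neutral control wells and 100% = positive control wells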
Keap1 Nrf2 FP: Keap1-Nrf2 (human) interaction inhibition; Q14145; Keap1 Kelch-Nrf2 peptide fluorescence polarization, 1536-well; inhibition, % at 9.4 µM; 340,000 tested, 0.15% active; in the data active = inhibition above about 12%;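 note: human Keap1 Kelch domain with fluorescein labeled Nrf2 9mer peptide probe; 0% = neutral control wells and 100% = peptide positive control; higher means more block of Keap1 binding to Nrf2 peptide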
Active calls of the source: *; nt = no result given. The order is random. Share with any hit: about 3.1%.

SMILES	Arrestin-AP2 inh	OPRM1-OPRD1 inv	V-ATPase pH	cardiac RTF act	C-LANA FP	Pemphigus Ab inh	Cardiac RTF inh	MOR-DOR ag	Wnt act	Keap1 Nrf2 FP
CCCCC(=O)Nc1ccc(C(=O)Nc2nc(CC(=O)OCC)cs2)cc1	2	6	-2	2	1.1	103	-6	-1.1	-3	0
Cc1sc2nc(CSC(C)C(=O)Nc3cc(S(C)(=O)=O)ccc3Cl)[nH]c(=O)c2c1C (stereo not drawn)	11	10	-4	-1	0.2	109	-3	-1.8	nt	-8
CC(c1nnnn1C1CCCCC1)N(Cc1ccccc1)Cc1cccnc1 (stereo not drawn)	-2	6	-1	2	1.4	107	-2	-1.1	nt	0
Cc1ccc2nc(C)cc(N/N=C/c3ccccc3O)c2c1	45	-4	1	-1	1.0	104	2	0.8	5	4
COc1ccccc1NC(=O)CCc1nnc2ccc(N3CCCCC3)nn12	5	-3	2	1	-0.1	105	-6	0.6	-1	-3
CC(=O)Nc1c(-c2ccccc2)nc2ccc(Cl)cn12	-7	5	-1	5	0.1	110	-6	-0.9	3	-1
O=C(C1CCC(CNS(=O)(=O)c2cccs2)CC1)N1CCN(c2ccc(Cl)cc2)CC1 (stereo not drawn)	-10	-11	-3	-2	-0.7	90	-6	2.2	2	-4
O=C(COC(=O)COc1ccccc1Cc1ccccc1)Nc1cccnc1Cl	2	-1	-1	-2	-1.4	98	6	0.1	nt	-3
Nc1nnc(SCC(=O)Nc2ccccc2)s1	29	11	-2	2	-0.2	nt	10	-2.2	6	-3
CCOC(=O)c1[nH]c2ccc(OC)cc2c1NC(=O)c1ccc(OC)c(OC)c1	5	7	2	4	-0.5	113	-26	-1.2	-2	-1
OC(Cc1cccnc1)(Cc1cccnc1)c1cc2ccccc2[nH]1	15	11	-3	10	-1.3	104	5	-2.1	-3	2
COc1cc(C(C)=NNC(=O)c2ccncc2)ccc1O	-7	6	4	-1	-7.4	93	-3	-1.2	-3	0
Cc1nn(-c2ccccc2)c(N)c1C1(O)C(=O)Nc2ccc([N+](=O)[O-])cc21 (stereo not drawn)	4	2	2	0	0.6	99	4	-0.4	13	3
COc1ccc(N2CC(C)Cn3c2nc2c3c(=O)n(Cc3ccccc3F)c(=O)n2C)c(OC)c1 (stereo not drawn)	10	13	1	0	0.0	nt	-2	-2.6	-7	-6
O=C(COC(=O)c1cccnc1Nc1cccc(C(F)(F)F)c1)NCCN1C(=O)CSC1=O	17	9	2	-2	3.5	108	-10	-1.6	-4	-1
CCCCN(C(=O)CCC(=O)Nc1cc(C)on1)C(C(=O)NC1CCCC1)c1ccc(OCC)cc1 (stereo not drawn)	2	12	1	-7	1.6	101	7	-2.2	1	3
CN(C)CCOC(=O)CCc1ccccc1	11	10	-4	-4	-0.6	100	-6	-1.7	nt	1
COc1ccccc1C(=O)NC(=O)COC(=O)C1CC2CCCC(C1)C2=O (stereo not drawn)	-22	0	9	-1	-0.5	97	-1	0.1	-2	-1
Cc1cccc(COc2ncnc3nc[nH]c23)c1	-2	0	-1	-3	-1.5	106	-6	0.1	nt	-4
Nc1[nH]c(=S)nc2nc(-c3ccccc3)c(-c3ccccc3)nc12	21	10	0	-1	-1.2	89	-2	-1.9	nt	-2
CCCn1nc(C(=O)OCC(=O)NC(C)c2ccccc2)c2ccccc2c1=O (stereo not drawn)	7	-1	2	14	0.2	118	-9	0.2	0	-6
CCCOc1ccc(C(CC(=O)O)NC(=O)c2sc3ccccc3c2Cl)cc1 (stereo not drawn)	-15	12	1	-4	0.1	103	-10	-2.5	-1	2
CCc1nc(SCC(=O)Nc2nnc(CC)s2)c2c(C)c(C)sc2n1	-4	0	4	2	-0.2	103	-3	0.0	0	5
CNc1nc(N)nc(OC(C(F)(F)F)C(F)(F)F)n1	-33	8	-1	0	-2.7	99	4	-1.5	1	-2

An excerpt from above with just Keap1 Nrf2 FP, cardiac RTF act and V-ATPase pH.
Structure	Keap1 Nrf2 FP	cardiac RTF act	V-ATPase pH
CCc1nc(SCC(=O)Nc2nnc(CC)s2)c2c(C)c(C)sc2n1	5	2	4
COc1ccc(N2CC(C)Cn3c2nc2c3c(=O)n(Cc3ccccc3F)c(=O)n2C)c(OC)c1 (stereo not drawn)	-6	0	1

(next part)
SMILES	Arrestin-AP2 inh	OPRM1-OPRD1 inv	V-ATPase pH	cardiac RTF act	C-LANA FP	Pemphigus Ab inh	Cardiac RTF inh	MOR-DOR ag	Wnt act	Keap1 Nrf2 FP
Cc1cccc(-c2noc(CNC(=O)c3ccc4c(c3)OCO4)n2)c1	-2	-6	-2	-2	-2.7	97	-7	0.9	0	-7
Cc1cccc(-c2cc(C(=O)Nc3c(C)n(C)n(-c4ccccc4)c3=O)c3ccccc3n2)c1	-3	21	2	-3	-0.3	101	-6	-3.9	0	-3
COc1ccc(C(CNC(=O)C2CC(=O)N(Cc3ccccc3)C2)N2CCCC2)cc1 (stereo not drawn)	1	14	-3	-3	0.5	90	3	-3.3	-5	-4
CC(NC(=O)CN1C(=O)NC(c2ccccc2)(c2ccccc2)C1=O)c1cccs1 (stereo not drawn)	0	14	1	0	3.1	nt	0	-3.6	0	0
N/C(=N\OC(=O)c1cccc(F)c1)c1cccc([N+](=O)[O-])c1	14	-41	6	-3	-1.0	101	3	8.5	-2	1
CNS(=O)(=O)c1cc(Cl)ccc1Sc1ccccc1C(=O)O	3	18	2	-4	2.0	110	3	-3.5	-3	-4
Cc1cc2nc(SCC(=O)O)nc(C)c2cc1C	-9	13	1	4	-0.8	nt	-7	-2.9	-1	-5
CC(C)N(Cc1cn[nH]c1-c1ccc(-c2ccccc2)cc1)Cc1nccn1C	-2	-2	1	4	0.5	104	2	0.4	-6	1
O=C(NC1CCCCC1)NC1(C(=O)NCCCN2CCOCC2)CCCCC1	-11	11	-2	3	-2.3	101	7	-1.7	nt	-8
Cc1cccc(C)c1OCC(=O)Nc1c(C)nn(C)c1C	-5	7	-3	-3	-0.9	112	8	-2.0	3	4
Cc1cc(NC(=O)Nc2c[nH]c(=O)[nH]c2=O)ccc1Br	-10	12	1	-1	0.6	96	-5	-2.8	1	1
Cc1cccc(Oc2nc(CN3CCOCC3)nc3sc4c(c23)CCCC4)c1	29	-6	-3	-6	-2.9	103	14	1.1	1	-3
Cc1nc2cc(C(F)(F)F)ccc2n1C1CCN(C(=O)N2CCOCC2)CC1	-4	11	2	4	2.4	97	5	-1.9	-9	3
CCC(C)(C)NC(=O)C(c1ccc(C)cc1)N(CC1CCCO1)C(=O)c1csnn1 (stereo not drawn)	13	-5	0	-3	0.7	98	6	0.7	2	1
CCOCC(O)CSCc1ccc(Cl)cc1 (stereo not drawn)	11	15	-5	2	-1.5	104	-3	-3.5	nt	-2
CSc1ncccc1C(=O)Nc1ccc(F)c(F)c1F	4	17	2	9	2.7	102	-7	-3.5	0	-2
Cc1cc(=O)c(C(=O)Nc2cccc(C(=O)NC3CC3)c2)nn1-c1ccccc1Cl	-6	7	10	-3	0.2	nt	-13	-1.8	1	2
Cc1ccc(/C=C2\SC(=S)N(/N=C/c3cc([N+](=O)[O-])ccc3O)C2=O)o1	-1	3	-2	-3	74*	84	3	-0.5	nt	9
c1ccc(-n2nnnc2SCc2ccccn2)cc1	4	-11	2	13	0.5	nt	2	1.8	-1	-1
CC(=O)NC(CSc1cc(C)nc2ccc(Br)cc12)C(=O)O (stereo not drawn)	16	11	-3	7	-1.5	91	-14	-2.2	6	-1
Cc1cc(-c2cc(C(=O)NC3CCCC3)on2)nc(NC2CCCC2)n1	2	4	-6	-1	7.8	99	1	-0.7	-5	4
CC(C)c1ccc(C(=O)OC2CCOC2=O)cc1 (stereo not drawn)	-8	-5	-3	-5	-0.5	96	-4	0.7	-3	-3
Cc1ccc(CNC(=O)C2CCCN(S(=O)(=O)N3CC(C)CC(C)C3)C2)cc1 (stereo not drawn)	-4	9	-1	-1	-0.4	124	-1	-1.8	1	0
COC(=O)Nc1ccccc1C(=O)N1CCC(O)(c2ccc(Cl)cc2)CC1	30	20	0	-1	-1.1	99	-5	-3.8	nt	0
CC(=O)N(Cc1ccccc1)c1ccccc1C(=O)O	-1	16	0	3	0.0	78	0	-3.0	-1	-3
Cc1ccc(CNC(=O)C2CCCN2C(=O)Nc2ccc(F)cc2)cc1 (stereo not drawn)	-2	12	-5	-3	1.3	114	1	-2.2	1	-2
CCOc1ccc(-c2ccc(C=O)o2)c([N+](=O)[O-])c1	4	16	1	11	4.2	110	-14	-3.1	10	1
O=C(NC(=S)Nc1ccc(S(=O)(=O)N2CCCCC2)cc1)c1cccs1	10	6	-4	2	-0.6	51	-2	-1.1	-1	-2
Cc1c(-c2cccc(Cl)c2)nc2ccccc2c1C(=O)OCC(=O)Nc1ccc2c(c1)OCO2	6	-3	2	-5	-1.1	111	0	0.6	-6	-7
COc1ccc(Oc2ncccc2NC(=O)c2cccc(C)c2C)cc1	-1	3	1	6	-0.3	nt	-8	-0.6	-4	3
CCCOC(=O)c1[nH]c2c(c1C)C(=O)CC(c1cc(OC)c(OC)c(OC)c1)C2 (stereo not drawn)	4	-4	1	2	-1.3	106	3	0.7	-4	-5
CC(CNC(=O)CC(C)(C)C)NC(=O)CC(C)(C)C (stereo not drawn)	5	11	1	3	-2.7	100	11	-2.1	-4	-3
Cc1cc(C)c(S(=O)(=O)N2CCCCC2)c(C)c1-n1ncnn1	35	3	5	0	-2.1	118	-6	-0.6	nt	2
Cc1ccc(S(=O)(=O)NNC(=O)Nc2cccc(F)c2)c(C)c1	6	2	0	-6	0.8	nt	1	-0.4	0	-3
COc1ccccc1NC(=O)c1cc(N)cc(C(=O)Nc2ccccc2OC)c1	-2	19	0	-8	-1.7	105	-3	-3.8	0	-2
Cn1c(CN2CCN(c3ccc(Cl)cc3)CC2)nc2ccccc21	16	-8	-6	9	1.0	105	3	1.4	-5	2
CC1(C)Cc2cccc(C(=O)NC3CCN(Cc4ccccc4)CC3)c2O1	33	-2	-4	6	0.9	115	-10	0.3	-3	-1
COCCSc1nnc(NC(=O)Cc2ccc(OC)cc2)s1	7	18	-1	2	-0.3	103	-10	-3.2	-2	-2
O=C(CNC(=O)c1ccco1)OCC(=O)c1ccc2ccccc2c1	6	18	4	4	0.5	106	8	-3.1	-1	1
CCOc1cc(/C=C2\CCC/C(=C\c3cc(Cl)c(O)c(OCC)c3)C2=O)cc(Cl)c1O	-12	13	-1	2	0.5	103	-2	-2.6	-4	2
COc1cc(OC)c(C(=O)OCC(=O)N2CC(=O)Nc3ccccc32)cc1OC	29	22	-4	10	-1.3	103	-7	-4.2	0	-1
CCN(CC)CCNc1nc2c(c(=O)[nH]c(=O)n2C)n1CCCc1ccccc1	-9	15	4	-2	0.6	104	-10	-3.2	0	-3
S=c1[nH]c(-c2ccccc2)cn1/N=C/c1cccnc1	5	-17	1	0	0.9	80*	-16	3.4	2	-5
